Platelet DG rel = modulates dense granule release in human platelets; human platelet-rich plasma, SFLLRN dense granule ATP release, luminescence; inhibition, %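 (compounds screened at 7.5 µM in platelet-rich plasma)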; 0.22% of 300,000 active; AID 1663;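 active = mean replicate score, as percent of positive control, at or above 50; inconclusive = mean below 50 but at least one replicate at or above 50; inactive = mean and every replicate below 50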
aSyn 5UTR inh = MLPCN primary screen, SNCA 5' untranslated region; alpha-synuclein 5'UTR reporter, inhibitor activity; 0.82% of 300,000 active; AID 1813; inhibition, % (tested at 7.5 µM); in the data active = inhibition above about 60%; inconclusive = no clear call, values can overlap the other calls;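 note: H4 neuroglioblastoma cells stably carrying SNCA 5'UTR luciferase fusion; 0% = DMSO wells and 100% = positive control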
AI-2 QS mod = modulates the Vibrio harveyi AI-2 quorum sensing system; Vibrio harveyi JMH597 AI-2 luminescence/OD600 ratio, 9 h; active compounds read low; strain lacks LuxN and CqsS sensors; 0 = neutral-control median; activity change, % at 7.5 µM; 0.4% of 300,000 active; AID 2094; in the data active = activity change below about -75%, passing the limit was not always enough; inconclusive = no clear call, values can overlap the other calls;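 note: luminescence divided by OD600 gain over 9 h not by final OD600 alone; inactives centre near 13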
HSF1 activator = increases HSF-1 driven luciferase reporter signal | NIH3T3-HGL HSF-1 luciferase reporter, MG132, 8 h; 100% = twice DMSO control signal | activation, % at 9 µM | 1.7% of 300,000 active | AID 504408;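 active = mean replicate activation of at least 50% with a set share of replicates each reaching 50%; inconclusive = only one of those two conditions met; inactive = mean below 50% and too few replicates reaching it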;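 note: 0% = median of the neutral control wells and 100% = twice that signal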
IEC-6 cytotox = IEC-6 cytotoxicity, counter-screen for KLF5 inhibitors; luminescence viability; inhibition, % at 5 µM; 0.78% of 290,000 active; AID 1825; in the data active = inhibition above about 22%;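 note: 0% = plate median of test compound wells and 100% = cytotoxic reference compound wells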
KLF5 inh = inhibitors of KLF5 expression; DLD-1 KLF5 promoter-luciferase reporter, luminescence; inhibition, % at 5 µM; 0.23% of 290,000 active;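 active = inhibition above a per-plate limit of that plate's mean compound inhibition plus 3 SD, cut at about 60% in these data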;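 note: 0% = DMSO wells and 100% = LY294002 at 200 µM; higher means less KLF5 promoter-driven luciferase light; inactives centre near -14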
HSP90 inh = HSP90 refolding inhibition in rabbit reticulocyte lysate; inhibition, % at 5.6 µM; luciferase refolding luminescence, 3 h; 0.91% of 290,000 active; AID 1789;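 active = inhibition above the screen-wide mean plus 3 SD, computed separately per campaign, cut at about 16% in these data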;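 note: 0% = DMSO wells and 100% = 60 µM geldanamycin wells; inhibitors lower the luminescence because luciferase stays unfolded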
HSF1 inh = HSF1 inhibition; 0.77% of 300,000 active; NIH3T3-HGL HSE-luciferase, MG132-induced, luminescence 8 h; active compounds read low; activity change, negative = inhibition, % at 7.5 µM (by protocol); AID 2098;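 active = more than half of replicate wells show activity change below -50%, luminescence cut by over half; inconclusive = some wells, but at most half, below -50%; inactive = no replicate well below -50%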;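 note: luciferase reports HSF-1 transcriptional activity via heat shock element; 0% = median of DMSO wells and -100% = zero luminescence signal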
HIF act = HIF pathway transcriptional activation | 0.32% of 300,000 active | U2OS HRE-luciferase reporter, luminescence; normalized: DMSO 0%, desferrioxamine 100% | activation, % at 7.5 µM (by protocol) | AID 1910;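 active = mean activation of at least 10% of the iron chelator positive control signal, with at least half of replicates also reaching 10%; inconclusive = mean and replicate majority disagree about reaching 10%; inactive = mean and most replicates under 10%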
SKKanGAS inh = inhibitors of SKKanGAS S. pyogenes growth in kanamycin (SK-promoter or general growth effect). BacTiter-Glo, 6 h. inhibition, % at 7.5 µM. 1.3% of 300,000 active. AID 1662;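 active = mean replicate score, as percent of positive control median, at least 50; inconclusive = mean below 50 but one replicate at or above 50; inactive = mean and every replicate below 50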;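 note: strain carries kanamycin resistance gene driven by streptokinase promoter and grows in 40 µg/ml kanamycin; loss of luminescence reflects streptokinase promoter inhibition or plain growth inhibition; 0% = median of DMSO wells and 100% = positive control at its reference dose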
* = called active by the depositor; ? = inconclusive; · = not tested or not shown.

SMILES	Platelet DG rel	aSyn 5UTR inh	AI-2 QS mod	HSF1 activator	IEC-6 cytotox	KLF5 inh	HSP90 inh	HSF1 inh	HIF act	SKKanGAS inh
O=C(c1ccco1)N1CCN(S(=O)(=O)c2cccc3nsnc23)CC1	7	-12	24	14	-2	-4	3	4	-0.3	4
O=C1CC(C(=O)N2CCc3ccccc32)CN1c1ccccc1 (configuration not stated)	11	-11	12	4	-4	-12	-1	-2	1.4	-6
CCCN(CCC)CCNC(=O)CCC(=O)Nc1ccc2nc(N3CCOCC3)cc(C)c2c1	6	-90	-1	15	7	-84	1	-5	1.1	-4
COc1ccc(C(=O)NCC(=O)N/N=C/c2ccco2)cc1OC	-3	0	9	3	2	-4	6	4	-19	-5
Cc1noc(C)c1C(=O)N(C)Cc1ccccc1	2	-15	11	-7	-4	-14	-1	-4	0.5	0
Cc1cccnc1NC(=O)CCNC(=O)c1ccc(Br)cc1	-5	15	12	-23	-3	-32	-4	-12	0.0	-2
CC(NC(=O)C(C)N1CCN(Cc2ccccc2)CC1)c1ccccc1 (configuration not stated)	-7	-10	11	-1	-3	11	-2	-8	-0.4	-2
CCOC(=O)N1C2C=C(C)[C@@H]2[C@@H]2CC(=O)N21 (some centres not stated)	7	16	-4	0	-5	-13	0	-4	-0.2	1
COc1ccc(OCCSc2nnc(C(C)NC(=O)c3ccccc3F)n2C)cc1 (configuration not stated)	-1	12	-7	-8	0	-22	4	2	-0.4	-6
N/C(=N\OC(=O)CCCN1C(=O)c2ccccc2C1=O)c1ccccn1	-4	-5	5	?	5	-24	0	17	0.0	-4
CC(C(=O)NCC1CCCCC1)N(C)Cc1ccc(Br)cc1 (configuration not stated)	-1	15	49	4	2	-17	1	-4	-0.2	23
Cc1ccc(CSc2nc3[nH]ncc3c(=O)[nH]2)cc1	2	-78	17	88*	-2	-54	-2	47	0.5	0
CCOc1ccccc1NCc1cc(=O)oc2cc(C)c(O)cc12	9	-8	6	-8	14	-18	2	-3	0.4	-5
CC(NC(=O)Cc1ccccc1)c1ccccc1 (configuration not stated)	0	-1	24	9	-6	-34	-1	-4	-0.7	3
COc1ccc(CN2CCCC(N3CCN(c4cccc(Cl)c4)CC3)C2)cc1OC (configuration not stated)	0	-2	-1	10	2	-34	0	0	-0.6	0
Clc1cccc(Cl)c1CNc1ccc(N2CCCC2)cc1	0	-25	28	-23	-4	-26	4	-17	-0.6	8
O=C(O)c1ccccc1Sc1ccccc1S(=O)(=O)NC1CCCCC1	-2	-7	13	21	-9	9	-2	-6	-0.3	4
CN(C)c1ccc(/C=N\NC(=O)c2cccc3cc[nH]c23)cc1	6	-69	19	-24	2	-19	-5	-18	1.8	4
CC(=O)Oc1ccc(N2C(=O)C3C(C2=O)C(C(=O)c2ccc(Cl)cc2)N2CCCC32)cc1 (configuration not stated)	-6	-44	15	8	-4	-26	0	3	0.5	12
Cn1ccnc1Sc1nc2ccccc2nc1NS(=O)(=O)c1ccccc1	-4	-35	38	19	2	-11	2	9	1.4	26
CCCCCCCCCCn1cc(C(C)=O)c(=O)[nH]c1=O	0	6	31	3	0	-60	-5	-4	-0.2	8
O=C1CC(c2ccccc2)CC(O)=C1C=NCCN1CCN(C(=S)Nc2cccc(Cl)c2)CC1 (configuration not stated)	-2	6	13	5	4	-8	-2	2	0.0	4
CCOc1ccc(CN(C)CC(=O)Nc2ccc3c(c2)CCC3)cc1OC	1	28	12	0	-2	11	1	0	-0.6	-1
CC(=O)Nc1ccc(S(=O)(=O)Nc2nc3ccccc3nc2Nc2ccc3ccccc3c2)cc1	5	-133	25	106*	7	-24	-6	54	1.9	35
Cc1ccc(NC(=O)C(C)C(=O)Nc2ccc(C)cc2)cc1	1	-2	12	-7	-1	-25	1	1	0.2	7

Other records.
SMILES	Platelet DG rel	aSyn 5UTR inh	AI-2 QS mod	HSF1 activator	IEC-6 cytotox	KLF5 inh	HSP90 inh	HSF1 inh	HIF act	SKKanGAS inh
Cc1cccc(/C=N/NC(=O)c2ccc(NC(=O)c3ccccc3C)cc2)n1	2	-13	52	21	-4	-30	0	20	1.8	2
CCOC(=O)c1ccc(NC(=O)c2nc[nH]c2C(=O)N[C@@H](CCCCNC(=O)OC(C)(C)C)C(=O)OC(C)(C)C)cc1	-2	17	4	-7	·	·	·	1	-0.8	51*
Cc1ccc(NC(=O)c2sc(C)nc2C)c(C)c1	10	-41	21	28	-5	-20	-1	1	-17	-1
COCC(=O)N(Cc1nc2sc(C)c(C)c2c(=O)[nH]1)C1CCCCC1	3	12	32	4	-5	-17	-11	5	0.2	-10
CC(C(=O)NCCN1C(=O)S/C(=C\c2cccs2)C1=O)N1C(=O)c2ccccc2C1=O (configuration not stated)	-2	-14	8	15	8	-36	-5	0	-0.1	0
CC(C)N=C1NN=C(c2ccc(F)cc2)CS1	15	-46	19	38	-4	-82	3	9	3.1	13
Cc1cc(=O)oc(C)c1C(=O)NCc1c(F)cc(F)cc1F	2	17	16	6	2	-17	2	1	0.0	0
CCn1cc(/C=C/C(=O)Nc2ccc(C)cc2Br)cn1	5	-82	6	16	2	-49	1	17	2.1	0
CCc1ccc(C(=O)/C=C2\Sc3ccccc3NC2=O)cc1	-8	-41	-12	-31	-11	-41	5	-25	0.8	-2
CC(NC(=O)c1cc2ccccc2o1)c1ccccc1 (configuration not stated)	-23	7	5	11	-4	-20	0	6	-0.7	7
NC(=O)c1ccsc1NC(=O)COC(=O)C1CCCN1C(=O)c1cccs1 (configuration not stated)	-1	4	2	-13	-2	-6	-7	8	1.6	-3
CCc1ccc(CNC(=O)CCS(=O)(=O)Cc2ccccc2F)cc1	-25	10	6	20	-8	-35	3	5	0.3	2
c1ccc2c(c1)OC(CCCN1CCCCC1)c1ccccc1S2 (configuration not stated)	0	-41	8	3	3	-13	6	-4	0.0	-3
CC(C)S(=O)(=O)c1cnc(-c2cccnc2)nc1N	2	8	22	-2	-1	-26	-3	-8	0.0	17
CCCCNC(=O)Cn1c(=O)oc2cc(S(=O)(=O)N3CC(C)CC(C)C3)ccc21 (configuration not stated)	-2	-5	2	0	2	-45	-4	2	0.3	0
CCOc1ccc(C(C)=O)cc1CSc1nnc(-c2ccncc2)n1CCOC	2	0	21	-10	-3	-35	-5	-4	-0.3	0
COc1ccc(-c2nc(CSCC(=O)N3CCC(C(N)=O)CC3)c(C)o2)cc1OC	-22	8	13	-6	2	-3	2	-2	-0.2	-2
Cc1c(Cl)c([N+](=O)[O-])nn1CC(=O)NCc1cccnc1	-6	21	15	-8	-5	0	-2	0	0.1	-13
CC(C)c1ccccc1NC(=O)C1CC(=O)N(C2CCCC2)C1 (configuration not stated)	6	1	10	-28	2	-36	-4	-3	-0.6	-6
CCc1n(CC(O)COCC2CC=CCC2)c2ccccc2[n+]1C (configuration not stated)	-2	11	28	-11	0	-27	0	2	0.9	6
CC(C)Cc1nnc(NS(=O)(=O)c2ccc(Cl)cc2)s1	4	28	10	-1	0	0	-2	-1	-0.4	2
Cc1c(NC(=O)Cn2nc(C(=O)O)c3ccccc3c2=O)c(=O)n(-c2ccccc2)n1C	30	-1	38	2	-1	-11	-1	8	0.5	10
O=C(c1cnc2ccc3ccccc3c2c1)c1cc(F)ccc1O	-7	11	0	-27	3	-6	2	-31	3.6	1
O=C(Cn1c(O)c(/C=C2\C=Nc3ccc(Br)cc32)sc1=O)N1CCCC1	-1	-4	11	10	4	-27	1	0	-0.5	32
O=C(O)c1ccc(/C=N/N2CCN(c3ccccc3)CC2)cc1	-2	-207	?	22	4	-154	7	8	2.4	-2

Looked up by compound from the list above:
SMILES	Platelet DG rel	aSyn 5UTR inh	AI-2 QS mod	HSF1 activator	IEC-6 cytotox	KLF5 inh	HSP90 inh	HSF1 inh	HIF act	SKKanGAS inh
CCOc1ccc(C(C)=O)cc1CSc1nnc(-c2ccncc2)n1CCOC	2	0	21	-10	-3	-35	-5	-4	-0.3	0
O=C(c1ccco1)N1CCN(S(=O)(=O)c2cccc3nsnc23)CC1	7	-12	24	14	-2	-4	3	4	-0.3	4

Later entries:
SMILES	Platelet DG rel	aSyn 5UTR inh	AI-2 QS mod	HSF1 activator	IEC-6 cytotox	KLF5 inh	HSP90 inh	HSF1 inh	HIF act	SKKanGAS inh
CC(C)COc1nc2c(c(=O)n(C)c(=O)n2C)n1C	-6	11	5	2	-3	-5	0	-6	0.2	-3
CCOC(=O)c1c(NC(=O)CN2CCN(C(=O)c3ccco3)CC2)sc(C(N)=O)c1C	-6	11	9	4	-3	-14	0	4	0.0	-10
O=c1[nH]c2cc(Cl)cc(Cl)c2[nH]c1=O	-4	1	16	-11	2	-19	-3	-3	0.4	-1
CCCN(Cc1ccccc1)C(=S)Nc1ccc(F)cc1	1	11	10	-5	-7	-43	1	6	-0.1	0
Cc1ccc(C(=O)N/N=C\c2ccc(OC(=O)c3cccs3)cc2)cn1	-2	-10	32	-12	2	20	4	-1	-0.3	1
CCOC(=O)CSc1nc(N)c(C#N)c(CC(C)C)c1C#N	-3	11	18	28	1	-13	1	10	-0.2	-7
CCOC(=O)c1cc(C(C)(C)C)nc(SC)c1C#N	4	7	24	-8	2	-4	2	-8	-0.2	6
O=C(CCc1nc2ccccc2c(=O)[nH]1)Nc1ccc(F)c([N+](=O)[O-])c1	-51	-9	36	24	-4	-5	4	-5	-56	-6
Cc1ccc(-n2c(C)cc(C)c(C#N)c2=O)cc1	1	14	24	15	3	-39	-1	8	0.4	2
CC(C)c1ccc(C(=O)Nc2ccc(N3CCOCC3)cc2)cc1	4	-44	8	13	3	14	3	3	2.1	3
N#Cc1cc(-c2ccccc2)c[nH]c1=O	-4	20	10	0	-3	0	3	3	-0.4	-5
CCCNC(=O)c1ccc(N2CCC3(CC2)CC(c2ccccc2)=NO3)c(NC(=O)c2ccc(Br)cc2)c1	0	34	28	-9	-1	9	3	-9	0.0	20
O=C1c2ccc([N+](=O)[O-])cc2C(=O)N1CNc1ccccn1	1	-2	19	-4	-8	-6	6	0	-0.6	2
COc1ccc(OC)c2[nH]c(C(=O)N/N=C/c3ccccc3O)cc12	4	4	21	10	12	96*	-6	7	?	114*
COc1ccc(-c2cc(-c3ccc(OC)cc3)nc(-c3ccc4c(c3)NC(=O)CO4)c2)cc1	2	-26	8	23	6	-17	0	8	0.1	23
CCO[C@H]1OC(C(=O)NCc2ccccc2)=C[C@@H](c2coc3ccccc3c2=O)[C@@H]1CCCO	-1	20	37	1	-3	-20	2	-5	-2.6	0
Cc1cc(C)cc(C(=O)NCCC(=O)NCc2cc(=O)n(C)c(=O)n2C)c1	20	0	9	-5	-3	-13	-2	-12	-0.8	-1
CCCN(CCC)C(=O)C1CC(=O)OC12CCCCC2 (configuration not stated)	-2	-2	6	9	1	4	-4	4	-0.1	3
Cc1cc(C)nc(NS(=O)(=O)c2ccc(NC(=O)c3ccc4c(c3)OCO4)cc2)n1	5	-4	23	-1	0	-36	2	6	-0.1	-4
CCNc1nc(Oc2ccc(C(=O)OC)cc2)nc(N2CCOCC2)n1	-2	13	14	-9	5	5	1	2	0.4	-4
CC(C)OC(=O)c1ccc(N2C(=O)C3CC=CCC3C2=O)cc1 (configuration not stated)	1	-13	-3	25	-4	-26	-1	2	0.0	2

Compound activity (PubChem)
